Lipid storage S3: qHTS Assay for Lipid Storage Modulators in Drosophila S3 Cells. Drosophila S3 cells, BODIPY lipid droplet fluorescence, 18-24 h; cells fed with added oleic acid. lipid storage change, negative = inhibition, % at the top dose, mostly 46.1 µM; hits show Potency in µM. 320,000 compounds, 0.64% hits. AID 2685; active = well fitted inhibition curve with a large enough effect in the signal ratio, with a control signal flat, not every such curve was filed as active; inconclusive = small, poorly fitted or top-dose-only effect, or effect the other way, or a change in a side signal; the % refers to the signal ratio
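Drosophila S3 cells got compounds at several concentrations plus oleic acid (400 uM solution). Laser-scanning cytometry with 488 nm excitation read lipid droplets at 500-530 nm and cells at 575-640 nm. Percent activity was relative to 20 uM Triacsin C.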
Lipid storage S3 cell count max: recorded beside Lipid storage S3, whose call it bears; cell number change, %; measured here: cell count max response;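 cells counted by Cell Tracker Red CMTPX staining in the red channel; peak over a dose series mostly up to 46.1 µM; percent activity relative to internal control wells on each plate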
* hit, by the source's call; i = inactive; ? = inconclusive; nt = no result given; [ ] = dose if it differs, or a comment. % is scaled to controls: 0 for no effect and ±100 for the full control effect; potency is read from the fitted curve at half-maximal effect. This is a subset; the hit share may differ from the screen's.

Molecule | Lipid storage S3 | Lipid storage S3 cell count max
O=C(NCC1CCCO1)c1ccc2c(=O)n(CC3CCCO3)c(SCC(=O)N3CCCC3)nc2c1 (stereo unspecified) | 1% | 20
CC1CCCC(C)N1C(=O)Cn1c(SCC(=O)Nc2ccc3c(c2)OCO3)nc2ccccc21 (stereo unspecified) | ? | nt
CCOC(=O)CSc1ncnc2c1cnn2-c1ccccc1 | 0% | -4
O=C1N=c2ccc(Br)cc2=C1c1sc(=O)[nH]c1O | 7% | nt
CN(C)C(=O)N1CCN(C(=O)N(C)C)CC1 | 4% | 1
O=C(CN1CCOCC1)NCCNC(=O)CN1CCOCC1 | ? | nt
CCOc1ccc(C(=O)Nc2cccc(-c3cc4ccccc4oc3=O)c2)cc1[N+](=O)[O-] | ? | nt
C=CCn1c(-c2ccncc2)n[nH]c1=S | i | 8
Cc1cccc(C)c1NC(=O)N1CCCC1C(=O)Nc1ccc(-n2cnnn2)cc1 (stereo unspecified) | 17% | 1
COc1ccc(N(C(C)=O)S(=O)(=O)c2cccs2)cc1 | 1% | -4
C=CCn1c(C)cc(-c2csc(NC)n2)c1C | ? | nt
Cc1ccc(NC(=O)CC2S/C(=N/N=C/c3c[nH]c4ccccc34)NC2=O)cc1 (stereo unspecified) | -9% | -5
COc1cc(SC#N)ccc1N=Cc1c(C)[nH]n(-c2cccc3ccccc23)c1=O | 1% | 8
O=C(CSc1ccc(Cl)cc1)NCc1ccco1 | -18% | -7
COc1cc(C2OCC3C(c4ccc(OC5OC(CO)C(O)C(O)C5O)c(OC)c4)OCC23)ccc1O (stereo unspecified) | -1% | -7
CCC1S/C(=C(\C#N)C(N)=O)N(c2ccc(F)cc2)C1=O (stereo unspecified) | 4% | 4
Cc1ccc(C(=O)N2CCN(c3cnn(C)c(=O)c3Cl)CC2)cc1 | ? | nt
CCOc1ccc(NC(=O)CSc2ccc(-c3ccco3)nn2)cc1 | ? | nt
COc1ccc(CCNC(=O)Cn2c(=O)n(Cc3ccco3)c(=O)c3ccc(Cl)cc32)cc1OC | ? | nt
Cc1ccc(/C=N/Nc2nnc(Cc3ccccc3)c(=O)[nH]2)o1 | ? | nt
CC(=C1C(=O)c2ccccc2C1=O)N1CCN(C/C=C/c2ccccc2)CC1 | ? | nt
CCO[C@@H]1OC(C(=O)N2CCN(Cc3ccc4c(c3)OCO4)CC2)=C[C@H](C2CC2)[C@H]1CCCO | -16% | -7
COC(=O)CCc1nc2ccccc2nc1OC | 7% | 13
CCn1c(Cl)c(C=O)s/c1=N\S(=O)(=O)c1ccccc1 | ? | nt
O=C(NCc1ccccn1)C1CCCCC1 | 1% | 6
COCC1CCCCN1C(=O)C1CCN(c2nc(-c3ccccc3)nc3c2CCC3)CC1 (stereo unspecified) | ? | nt
O=C(CSc1ccc(Cl)cc1)Nc1ccc(N2CCN(C(=O)c3ccc(Cl)cc3)CC2)cc1 | ? | nt
S=c1[nH]nc(COc2ccccc2)n1C1CCCCC1 | ? | nt
CC(C)OC(=O)c1nnc(Cc2ccc(Cl)cc2)o1 | 1% | 1
O=C(N/N=C/C(Br)=C/c1ccccc1)c1cc(-c2ccco2)[nH]n1 | ? | nt
O=C(CN1CCNCC1)NCCSc1ccc(Cl)cc1 | ? | nt
Cc1oc(-c2ccc(Cl)cc2)nc1CN1CCCC(C(=O)NCc2ccco2)C1 (stereo unspecified) | 4% | 1
CS(=O)(=O)c1nc(S(=O)(=O)c2ccc(Cl)cc2)c(NCCN2CCOCC2)s1 | 17% | -25
CCc1cccc(CC)c1NC(=O)CN1CC(C)SC1=NC1CCCCC1 (stereo unspecified) | -5% | -6
COCCCC1CCN(C(=O)C2CCC(=O)N(C3CCCC3)C2)CC1 (stereo unspecified) | -14% | -3
O=C(COC(=O)c1cc(S(=O)(=O)N2CCOCC2)ccc1O)NCc1ccc2c(c1)OCO2 | ? | nt
Oc1c(Cl)cc(Cl)cc1C1Nc2ccccc2-n2cccc21 (stereo unspecified) | ? | nt
CCC(=O)N1CCc2cc(S(=O)(=O)N3CCN(c4ccccn4)CC3)ccc21 | i | -5
CCOC(=O)NC(=S)Nc1ccc(C(C)(C)C)cc1 | 1% | -5
COC(=O)c1ccc(Sc2nnnn2-c2ccccc2)c([N+](=O)[O-])c1 | ? | nt
CN1C(=O)c2ccccc2N(C)C1c1ccccc1Cl (stereo unspecified) | ? | nt
COc1nc(Nc2ccc(C(C)=O)cc2)nc(OC)n1 | ? | nt
CCCCc1cc(=O)oc2cc(OCC(=O)N3C[C@H]4C[C@@H](C3)c3cccc(=O)n3C4)ccc12 | ? | nt
NNC(=O)c1ccc(COCC(F)(F)C(F)F)cc1 | 4% | 15
COc1ccc2[nH]c(=O)c(CN(Cc3cccnc3)Cc3nnnn3CC3CCCO3)cc2c1 (stereo unspecified) | 10% | -8
CCC(C)NC(=O)C1c2ccccc2C(=O)N1Cc1ccc(OC)cc1OC (stereo unspecified) | -1% | 14
Cc1c(C(=O)NCC2CCCO2)sc2nc(-c3ccccc3)cn12 (stereo unspecified) | ? | nt
O=C(NC1CCCCCC1)C(=S)N1CCCC1 | -16% | -5
Cc1cccc2cc(CN(CC3CCCO3)C(=O)c3ccncc3)c(=O)[nH]c12 (stereo unspecified) | i | -14
COc1cc2c(c(O)c1OC)C(=O)C(OC)CCC2 (stereo unspecified) | ? | nt
CCOC(=O)c1cc(-c2csc(COc3ccc(Cl)cc3)n2)on1 | -9% | 1
CCCCCn1c(=O)c2ccccc2n2c(=S)[nH]nc12 | ? | nt
COCCCNC(=O)c1cc2c(=O)n3cccc(C)c3nc2n(C(C)C)c1=N | i | -16
O=C(CN1CCCC1)Nc1ccc(F)c(Cl)c1 | ? | nt
O=C1OC(=O)c2c(Br)c(Br)c(Br)c(Br)c21 | ? | nt
CCOC(=O)C1CCCN(c2c(NCCN(C)Cc3ccccc3)c(=O)c2=O)C1 (stereo unspecified) | ? | nt
CCCCc1c(O)nc2n(c1=O)CCS2 | ? | nt
O=C(N1CCOCC1)N1CCN(S(=O)(=O)c2ccc(Cl)cc2)C1 | i | 0
CC(C)C1Nc2ccc(C(=O)NCc3ccco3)cc2NC1=O (stereo unspecified) | ? | nt
CSCCC(NC(=O)c1ccco1)C(=O)N1CC=C(c2ccccc2)CC1 (stereo unspecified) | ? | nt

Further structures.
Molecule | Lipid storage S3 | Lipid storage S3 cell count max
O=C(Nc1ccccc1)c1ccc(=O)[nH]n1 | 8% | 17
COc1cc2oc3cc(C)oc(=O)c3c2cc1OC | ? | nt
COc1ccc(N2CCN(C(=O)CCN3C(=O)c4ccccc4S3(=O)=O)CC2)cc1 | 27% | 1
CN(CC(=O)Nc1ccccc1Cl)CC(=O)c1c(N)n(Cc2ccccc2)c(=O)n(C)c1=O | 4% | 19
Cc1ccc(N(CC(=O)NCc2ccccc2)C(=O)c2csnn2)cc1 | 0% | nt
O=C(Nc1scc(-c2ccccc2)c1C(=O)O)c1ccccc1F | ? | nt
O=C(CNC(=O)c1ccco1)N=Nc1c(O)[nH]c2ccc(Br)cc12 | -21% | -9
N#C/C(=C\c1ccc(Cl)cc1)c1n[nH]c(Cn2cncn2)n1 | i | 27
CC(OC(=O)C1CCN(c2ccc(C(F)(F)F)cn2)CC1)C(=O)c1ccccc1 (stereo unspecified) | ? | nt
Cc1cc(=O)[nH]c(SCC(=O)Nc2c(C)n(C)n(-c3ccccc3)c2=O)n1 | ? | nt
Cc1ccc(Cn2c(C(C)Nc3nc(-c4ccc(C)cc4)cs3)nc3cc(Cl)c(Cl)cc32)cc1 (stereo unspecified) | ? | nt
CCCCCOC(=O)C1[C@H]2C(=O)N(CCCOC)C[C@]23C=C[C@H]1O3 (stereo partly specified) | ? | nt
CCOC(=O)N1CCc2c(sc3c2C(=O)NC(c2ccccc2)N3)C1 (stereo unspecified) | 7% | 4
CNC(=O)c1cc(C(=O)c2c(Cl)cccc2Cl)c[nH]1 | ? | nt
CC(C)=CC(=O)N1CCCC(N2CCN(c3ccc(F)cc3)CC2)C1 (stereo unspecified) | ? | nt
CCN(CC)S(=O)(=O)c1cccc(C(=O)N/N=C/c2c(C)nn(-c3ccccc3)c2Cl)c1 | ? | nt
COc1cccc(C(=O)COc2cccc(NC(=O)c3cccc([N+](=O)[O-])c3)c2)c1 | 18µM* | 20*
CCCC(=O)Nc1sc2c(c1C#N)CC(C)(C)NC2(C)C | 4% | 1
CC1S/C(=N/N=C/c2cccs2)NC1=O (stereo unspecified) | 9% | 20
N#Cc1cccc(NC(=O)CSc2n[nH]c(=O)[nH]c2=O)c1 | -7% | 0
CC(Sc1cccc[n+]1[O-])C(=O)Nc1cccc([N+](=O)[O-])c1 (stereo unspecified) | 8% | nt
Cc1cccc(OCCN2C(=O)C(=O)c3cc(C)ccc32)c1 | ? | nt
COc1ccc(CN(CC2CCCO2)C(=O)c2cc3sccc3n2C)c(OC)c1 (stereo unspecified) | ? | nt
CSCCC(NC(=O)c1ccco1)C(=O)Nc1ccc(C)c(S(=O)(=O)N2CCOCC2)c1 (stereo unspecified) | ? | nt
COc1ccccc1C1OC2=C(Nc3ccc([N+](=O)[O-])cc3N2)C1=O (stereo unspecified) | -8% | 0
Clc1ccc(C2=Nn3c(nnc3-c3cccs3)SC2)cc1 | 2% | 7
Cc1cc(C)nc(Nc2ccc(N3CCCC3)cc2)n1 | ? | nt
Cc1ccc(S(=O)(=O)NCC(=O)N(CC(=O)NCc2ccc(F)cc2)CC2CCCO2)cc1 (stereo unspecified) | -3% | -8
N/C(=N\OC(=O)c1cccc([N+](=O)[O-])c1)c1ccccn1 | ? | nt
O=C(Cc1cccs1)NC1CCCC1 | -11% | -14

For convenience, part of the list above:
Molecule | Lipid storage S3 | Lipid storage S3 cell count max
Cc1cc(C)nc(Nc2ccc(N3CCCC3)cc2)n1 | ? | nt
Cc1ccc(S(=O)(=O)NCC(=O)N(CC(=O)NCc2ccc(F)cc2)CC2CCCO2)cc1 (stereo unspecified) | -3% | -8
N/C(=N\OC(=O)c1cccc([N+](=O)[O-])c1)c1ccccn1 | ? | nt
O=C(Cc1cccs1)NC1CCCC1 | -11% | -14

The results go on.
Molecule | Lipid storage S3 | Lipid storage S3 cell count max
COc1ccc(NC(=O)CN(C)CC(=O)Nc2ccc(N3CCOCC3)cc2)c([N+](=O)[O-])c1 | -3% | 9
CC(C)(C)OC(=O)N1CCC[C@H]1c1nnc(SC/C=C/c2ccccc2)o1 | ? | nt
COc1cccc(OC)c1OCCNC(C)(C)C | ? | nt
Cc1ccc(C(=O)C(C)OC(=O)Cc2c[nH]c3ccccc23)cc1 (stereo unspecified) | ? | nt
O=C(CSc1nnc(SCc2ccccc2)s1)N/N=C/C=C/c1ccco1 | 1% | 8
CCN(CC1COc2ccccc2O1)C(=S)NCCCN(C)C (stereo unspecified) | ? | nt
O=C1CCC(=O)N1CCCCCc1nc(-c2ccccc2)no1 | ? | nt
O=C(CCC1CCCC1)N1CCN(C(=O)c2cccnc2)CC1 | i | 26
COc1ccc(N(C)C(=O)c2cc3c(s2)-c2ccccc2S(=O)(=O)C3)cc1 | ? | nt
NC(=O)C1CCN(c2ccc(C(F)(F)F)cn2)CC1 | -18% | -8
CNC(=O)c1[nH]cnc1C(=O)Nc1ccccc1 | 11% | 12
Nc1cc(N)nc(SCCc2ccccc2)n1 | -2% | 9
O=C(CNC(=O)Cc1cccc2ccccc12)NCc1ccc(F)cc1 | i | 11
O=C(COc1ccc2ccc(=O)oc2c1)Nc1ccc(CN2CCOCC2)cc1 | ? | nt
O=C(Nc1ccc2nc(SCc3ccc(Cl)cc3)sc2c1)c1ccccc1C(=O)N1CCOCC1 | ? | nt
CCC(=O)Nc1ccc(C(=O)Nc2cccnc2)cc1 | i | nt
COC(=O)c1cc(=O)cc(C(=O)OC)o1 | -1% | -4
CCOc1c2ccccc2nn1CCOC | ? | nt
COc1cc2c(cc1OC)C(c1cc3ccccc3oc1=O)=NC(C)(C)C2 | 11% | -6
CCOc1cccc(CN2CCC(N3CCC(C(=O)NCC4CCCO4)CC3)CC2)c1 (stereo unspecified) | ? | nt
Cc1cc(C(=O)Cn2cc(C(F)(F)F)ccc2=O)c(C)n1-c1ccccc1 | 10% | 1
Cn1c2ccc(F)cc2c2nnc(SCC(=O)Nc3cccc(O)c3)nc21 | i | 12
Cc1cc(C(=O)N(C)CC(=O)Nc2cccc(F)c2)no1 | i[0.0737 µM] | nt
COCCCn1c(SCC(=O)Nc2ccc(NC(=O)c3ccco3)c(OC)c2)nc2ccccc2c1=O | ? | nt
CCN(CC)S(=O)(=O)c1cccc(NC(=O)COC(=O)/C=C/c2ccco2)c1 | i | 8
CCN(CC(=O)Nc1ccccc1C(F)(F)F)C(=O)c1oc2ccc(OC)cc2c1C | ? | nt
O=C(CCc1c[nH]c2ccccc12)NCc1cccc(Cl)c1 | ? | nt
Cc1nonc1CN(C)C(=O)CC1C(=O)NCCN1Cc1c(F)cccc1Cl (stereo unspecified) | 1% | -11

Quoted at random: 4 entries already listed.
Molecule | Lipid storage S3 | Lipid storage S3 cell count max
COc1cc2c(cc1OC)C(c1cc3ccccc3oc1=O)=NC(C)(C)C2 | 11% | -6
Cc1cc(C(=O)N(C)CC(=O)Nc2cccc(F)c2)no1 | i[0.0737 µM] | nt
CCN(CC)S(=O)(=O)c1cccc(NC(=O)COC(=O)/C=C/c2ccco2)c1 | i | 8
CCOc1c2ccccc2nn1CCOC | ? | nt
